Screening results as filed in PubChem BioAssay.
Xi reactivation = X-chromosome reactivation activator; XiGFP mouse fibroblasts, % GFP-positive cells imaging, 3 d; cells co-treated with 5-aza-dC sensitizer; scaled so ellipticine positive control = 100%; activation, % at 7.58 µM; actives 0.055% (n = 360,000);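 active means mean normalized replicate activation at least 10% and every replicate at or above 10%; inconclusive means only one of the two criteria met; inactive means mean below 10% and not all replicates reach 10%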;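 further: 0% = median of on-plate neutral control wells and 100% = ellipticine 6 µM median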
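System: 68-5-11 XiGFP fibroblast line; Timing: 3 days compound exposure; Compound dosing: one concentration, pinned; Benchmarks: positive control ellipticine, 6 µM final; Buffer or medium: DMEM containing 5-aza-dC.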
CFTR F508del cor = CFTR F508del correction in bronchial cells; CFBE cells, YFP halide quenching; stimulated with forskolin plus potentiator P3; % fluorescence drop versus neutral controls; activity (quench increase), % at 7.58 µM; actives 0.36% (n = 350,000);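 active means mean added fluorescence quench of at least 8% versus neutral control, with both replicates also reaching 8%; inconclusive means only one of the mean or replicate conditions met; inactive means mean below 8% and not both replicates reaching 8%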;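 further: cells transiently co-express mutant CFTR-F508del with the halide-sensitive YFP; corrector assay measuring rescue of mutant channel to the surface after 24 h compound exposure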
ARNT TACC3 PPI = ARNT/TACC3 interaction disruption. Q9Y6A5. AlphaScreen His-ARNT PAS-B/GST-TACC3 binding, luminescence; TACC3 fragment carries E629A point mutation. inhibition, % at 9.99 µM. actives 0.66% (n = 390,000). AID 623870;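 active means mean inhibition of replicates at least 50% and at least half of replicates each reaching 50%; inconclusive means half or more replicates reach 50% but mean below 50%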;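 further: 0% = complete ARNT plus TACC3 wells and 100% = ARNT alone without TACC3; many hits fall short of the cut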
ERp5 block = ERp5 (human) disulfide isomerase inhibition | Q15084 | AID 651711 | inhibition, % at 9.99 µM | actives 0.05% (n = 350,000) | ERp5 insulin aggregation, absorbance 650 nm, 90 min;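 active means mean replicate inhibition above about 25%, with every replicate also reaching it, limit read from the data, passing the limit was not always enough; inconclusive means only one of those two criteria met; inactive means neither criterion met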
Target sequence (Q15084 whole entry, looked up): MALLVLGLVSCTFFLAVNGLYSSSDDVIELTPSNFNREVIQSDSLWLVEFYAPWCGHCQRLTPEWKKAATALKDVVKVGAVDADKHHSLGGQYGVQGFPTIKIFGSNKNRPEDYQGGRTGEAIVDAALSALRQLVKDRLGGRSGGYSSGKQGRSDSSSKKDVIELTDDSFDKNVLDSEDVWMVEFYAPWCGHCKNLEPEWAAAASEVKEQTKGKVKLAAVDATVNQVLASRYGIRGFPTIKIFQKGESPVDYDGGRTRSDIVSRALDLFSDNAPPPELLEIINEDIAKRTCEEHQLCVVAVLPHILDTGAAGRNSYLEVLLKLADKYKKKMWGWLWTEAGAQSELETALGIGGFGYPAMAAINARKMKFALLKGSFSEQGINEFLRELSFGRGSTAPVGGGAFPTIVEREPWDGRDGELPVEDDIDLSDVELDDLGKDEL
EWS-Fli block = blocks EWS/Fli oncoprotein-driven transcription; inhibition, % at 12.6 µM; actives 0.67% (n = 350,000); A673 NR0B1-luciferase reporter, viability-normalised;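 active means mean inhibition of at least 50% after viability correction, with every replicate also passing that limit; inconclusive means mean reaches 50% but only one of two replicates passes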;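 further: firefly luciferase signal divided by Alamar Blue viability fluorescence both relative to DMSO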
DENV2 CPE rescue = protects cells from dengue virus 2 cytopathic effect. DENV2-infected cells, cytopathic effect rescue, plate reader. CPE inhibition, % at 9.99 µM. actives 1.7% (n = 350,000). AID 651640; in the data active means CPE inhibition above about 20%, passing the limit was not always enough; inconclusive means no clear call, values can overlap the other calls; tested in BHK-21 cells;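 further: 0% = median of neutral control wells and 100% = median of positive control wells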
PAX8 reporter = inhibitors of PAX8 transcriptional activity in RMG-I cells; RMG-I TPO-luciferase reporter, SteadyGlo, 24 h; inhibition, % at 12.6 µM; actives 1.2% (n = 360,000);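 active means mean replicate inhibition at least 60% with every replicate also reaching 60%; inconclusive means only one of the two criteria is met; inactive means mean below 60% and not all replicates reaching 60%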;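 further: luciferase light reporting Pax8 driven TPO promoter activity; plate controls were median of neutral control wells for no effect and mitoxantrone controls for full effect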
INS-1E GSIS act = primary screen for activators of insulin secretion dependent on glucose, INS-1E cells, GLuc reporter luminescence; INS-1E GLuc reporter insulin secretion, 2-3 h; activation, % at 16.6 µM; actives 0.61% (n = 370,000); AID 743287;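 active means lowest replicate activation of at least 40%, so every replicate reaches that level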;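 further: 0% = median of neutral control wells and 100% = median of IBMX positive control wells; some compounds called inactive have numbers as strong as hits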
* marks the source's active call; other numbers are inactive results; ? = inconclusive; / = no result given.

SMILES | Xi reactivation | CFTR F508del cor | ARNT TACC3 PPI | ERp5 block | EWS-Fli block | DENV2 CPE rescue | PAX8 reporter | INS-1E GSIS act
Cn1c(=O)c2[nH]c(C3CC3)nc2n(C)c1=O | 0.1 | 1.9 | -5 | 0 | -5 | -4 | 25 | 12
CCN1CCCC1CNCc1ccccc1OCc1ccc(F)cc1 (stereo not drawn) | / | 1.4 | 4 | 2 | 8 | -4 | / | 32
CCCCn1c(N)c(N(CCOC)C(=O)c2ccc3c(c2)OCCO3)c(=O)[nH]c1=O | 0.1 | 0.1 | -1 | -5 | -4 | 4 | -8 | -3
C[C@@H]1CCCCO[C@@H](CN(C)C)[C@H](C)CN([C@@H](C)CO)C(=O)c2cc(NS(=O)(=O)c3ccccc3)ccc2O1 | 0.3 | -3.1 | -2 | -1 | -8 | -6 | -9 | 13
COc1ccccc1-n1c(=O)c(C#N)c(-c2ccc([N+](=O)[O-])cc2)c2cc(C(=O)c3ccccc3O)cnc21 | 0.0 | -3.0 | 3 | 6 | 13 | 20 | 8 | 7
N#Cc1nc(-c2ccco2)oc1NCCCN1CCOCC1 | / | -0.2 | 2 | 5 | 5 | / | / | 17
NS(=O)(=O)c1ccc(CCNS(=O)(=O)c2cccc(C(=O)O)c2)cc1 | 0.0 | 1.0 | 5 | 10 | 2 | 6 | -12 | -7
COc1cc(/C=C2\C(=N)N3N=C(S(C)(=O)=O)SC3=NC2=O)ccc1OS(=O)(=O)c1ccc(C)cc1 | 0.0 | -2.2 | 0 | -4 | / | ? | -13 | 59
O=C(NNC(=S)Nc1ccc(Cl)c(Cl)c1)c1cccc([N+](=O)[O-])c1 | 0.2 | 2.9 | / | 3 | -6 | ? | 2 | -9
COc1ccc(Cn2cc(F)c(=O)n(C)c2=O)cc1[N+](=O)[O-] | 0.1 | 1.2 | -1 | 5 | -9 | 3 | -22 | 17
CSc1cccc(NC(=O)CCCOc2ccccc2)c1 | -0.1 | / | -3 | / | / | / | -2 | 4
C[C@@H]1CN([C@H](C)CO)C(=O)c2cccc(NC(=O)Nc3cccc4ccccc34)c2O[C@@H]1CN(C)Cc1ccncc1 | -0.2 | 2.0 | -5 | 11 | 2 | 14 | 21 | -8
O=C(C[C@H]1C=C[C@H](NC(=O)Cc2ccccn2)[C@H](CO)O1)NCCc1ccncc1 | 0.4 | -1.1 | 12 | 8 | -3 | -3 | -8 | 6
CC(C)CC(NS(=O)(=O)c1cc(C(=O)O)ccc1Cl)C(=O)O (stereo not drawn) | 0.0 | -0.5 | -2 | 1 | 4 | -2 | 4 | -3
Cc1ccc(S(=O)(=O)NC(C)(C)CSc2nncn2C)cc1 | / | -0.2 | -5 | -4 | -3 | -10 | / | -5
Cc1noc(C)c1NC(=O)N(C)C[C@@H]1Oc2ccc(NS(=O)(=O)c3ccc(Cl)cc3)cc2CC(=O)N([C@@H](C)CO)C[C@@H]1C | -0.8 | -2.6 | -5 | 8 | -10 | 10 | -20 | -5
COc1ccc(CN(CCN)C2CC(C)N(C)CC2C)cc1 (stereo not drawn) | -0.1 | -0.8 | 4 | -5 | 4 | -5 | 3 | -2
COc1cccc(C(=O)N2CCN(Cc3ccccc3Br)CC2)c1 | 0.1 | 0.3 | -5 | -1 | 6 | 9 | 18 | 0
C[C@H](NC(=O)[C@@H]1CCCN1C(=O)[C@@H]1CCCN1C(=O)OC(C)(C)C)c1ccccc1 | -0.1 | -0.6 | / | -5 | -3 | ? | 1 | 7
C[C@H](CO)N1C[C@H](C)[C@@H](CN(C)C(=O)NC2CCCCC2)OCCCC[C@H](C)Oc2ccc(NC(=O)CCCN(C)C)cc2C1=O | 0.1 | -0.3 | -8 | -1 | -4 | 1 | / | 2
COC(=O)c1cc2occc2n1Cc1nc(-c2cccc(Cl)c2)oc1C | 0.0 | 6.0 | -7 | -2 | -7 | -2 | 1 | -12
CCNC(=O)c1cccc(NC(=O)CC2SC(N3CCCCC3)=NC2=O)c1 (stereo not drawn) | 0.0 | -2.0 | 5 | -4 | -4 | 9 | 2 | 8
Cc1noc(C)c1S(=O)(=O)N(C)C[C@H]1Oc2ccc(NC(=O)Nc3ccc(F)cc3)cc2CC(=O)N([C@H](C)CO)C[C@@H]1C | 0.1 | 1.2 | / | 5 | -8 | 3 | -42 | -17
O=C(CCC(=O)N1CCOc2ccccc21)NC1CCN(Cc2ccccc2)CC1 | -0.1 | 1.4 | 36 | 5 | -5 | ? | 12 | -1
Cc1ccc2oc(=O)c(/C=C(\O)CC(C)C)nc2c1 | 0.2 | / | 4 | / | / | / | 5 | 7
CCOc1ccc(CCNC(=O)Nc2ccccc2C)cc1OCC | 0.1 | 0.2 | -4 | 10 | -3 | 3 | -2 | 9
CCOc1ccc(OCCC(=O)OCC(=O)Nc2ccc3c(c2)OCCO3)cc1 | 0.1 | 2.7 | 0 | -2 | 10 | -3 | -15 | 6
Cc1ccnc(SCCn2c(N3CC(C)OC(C)C3)nc3c2c(=O)n(C)c(=O)n3C)n1 (stereo not drawn) | 0.0 | -2.1 | -10 | -7 | 1 | 3 | -7 | -8
C=CCn1c(=O)c2c(nc(-n3nc(C)cc3C)n2C)n(C)c1=O | 0.2 | 2.6 | -7 | 5 | 2 | 3 | 2 | 8
CN1C(=O)c2cc(NC(=O)Nc3ccc(F)cc3)ccc2OC[C@H]2O[C@@H](CC(=O)NC3CCC3)CC[C@@H]21 | 0.4 | -1.7 | -3 | 4 | 1 | 7 | 1 | 6

In another format: two of the compounds above.
Order of values – Xi reactivation, CFTR F508del cor, ARNT TACC3 PPI, ERp5 block, EWS-Fli block, DENV2 CPE rescue, PAX8 reporter, INS-1E GSIS act
- CCNC(=O)c1cccc(NC(=O)CC2SC(N3CCCCC3)=NC2=O)c1 (stereo not drawn)
→ 0.0, -2.0, 5, -4, -4, 9, 2, 8
- C[C@H](NC(=O)[C@@H]1CCCN1C(=O)[C@@H]1CCCN1C(=O)OC(C)(C)C)c1ccccc1
→ -0.1, -0.6, /, -5, -3, ?, 1, 7

(cont.)
SMILES | Xi reactivation | CFTR F508del cor | ARNT TACC3 PPI | ERp5 block | EWS-Fli block | DENV2 CPE rescue | PAX8 reporter | INS-1E GSIS act
C[C@@H]1CN([C@H](C)CO)C(=O)c2cc(NS(=O)(=O)c3ccc(Cl)cc3)ccc2O[C@H]1CN(C)C(=O)Nc1ccc2c(c1)OCO2 | -0.9 | -0.3 | -6 | 6 | -4 | -3 | / | 1
CO[C@H]1CN(C)C(=O)c2ccc(NC(=O)c3ccno3)cc2OC[C@H](C)NC[C@H]1C | 0.0 | 0.7 | / | / | 1 | / | -10 | 6
Cc1cc(C2=NNC(=Nc3ccc(S(=O)(=O)N4CCOCC4)cc3)SC2)c(C)n1CC1CCCO1 (stereo not drawn) | 0.0 | 2.0 | 5 | -8 | 9 | -1 | -6 | -2
COC(=O)c1cc2c(c3c4cc(C)ccc4n(S(=O)(=O)c4ccc(C)cc4)c13)C(=O)N(Cc1ccccc1)C2 | 0.2 | 1.9 | / | 2 | 4 | 2 | -2 | /
C[C@@H]1CCCCO[C@H](CN(C)Cc2ccc(C(=O)O)cc2)[C@H](C)CN([C@@H](C)CO)C(=O)c2cc(NC(=O)Cc3ccccc3)ccc2O1 | 0.0 | -0.7 | -10 | 0 | 0 | 0 | 4 | 0
O=C(O)C[C@H]1C[C@H]2c3cc(NC(=O)Nc4ccccc4F)ccc3O[C@H]2[C@H](CO)O1 | 0.2 | -0.2 | -11 | -2 | 3 | 4 | 2 | 7
Cc1c(C(=O)NCCN(C)C)oc2ccc(S(=O)(=O)N3CCC4(CC3)OCCO4)cc12 | 0.1 | 0.9 | / | -2 | -3 | -4 | 27 | 13
COCC(=O)NC[C@H]1[C@H](c2ccccc2)[C@@H](CO)N1C(=O)c1ccccc1 | 0.4 | 0.0 | -1 | 0 | 1 | -10 | -6 | 8
COc1cccc(C#Cc2cnc3c(c2)C(=O)N([C@H](C)CO)C[C@H](C)[C@H](CN(C)C(C)=O)O3)c1 | -0.8 | 1.6 | 7 | -2 | -15 | 3 | / | 25
COc1ccc(S(=O)(=O)N[C@@H]2CC[C@H](CC(=O)N3CCc4ccccc4C3)O[C@H]2CO)cc1 | -0.5 | 3.6 | -4 | 2 | 0 | 3 | 14 | -12
CN(C)CCNc1nc2sc3c(c2c(=O)n1CCc1ccccc1)CCCCC3 | 0.0 | 0.3 | 11 | / | 7 | -3 | -12 | /
Nn1c(SCC(=O)N2CCOCC2)nnc1-c1cccnc1 | -0.1 | -0.9 | / | 2 | -6 | -1 | -4 | 2
CCCN(CCC)CCNC(=O)CN1C(=O)COc2ccc(S(=O)(=O)N3CCOCC3)cc21 | 0.0 | -1.5 | 1 | 5 | -2 | 0 | 1 | /
CN1NC(=O)c2ccccc2NC1=S | 0.2 | 1.4 | / | -4 | -4 | -12 | 5 | 18
COCCCNC(=O)c1ccc(-c2c(C)noc2C)c2ccoc12 | 0.0 | -3.0 | / | 10 | 4 | -2 | -66 | -1
CCc1noc(C)c1C(=O)Nc1nc(-c2ccc(NC(C)=O)cc2)cs1 | 0.1 | -3.5 | 1 | 0 | -4 | -1 | -2 | 9
C[C@@H]1CN([C@H](C)CO)S(=O)(=O)c2ccc(-c3ccc(F)cc3)cc2O[C@@H]1CN(C)C(=O)C1CC1 | -0.3 | -4.1 | / | / | -5 | / | / | -22
COc1ccc(NC(=O)CCc2nnc3ccc(N4CCC(C)CC4)nn23)cc1OC | 0.0 | 2.6 | 6 | 5 | / | 13 | -1 | 1
Cc1ccc(S(=O)(=O)c2cc3c(=O)n4cccc(C)c4nc3n(CC3CCCO3)c2=N)cc1C (stereo not drawn) | 0.2 | -2.7 | 1 | 0 | 1 | 7 | 12 | -8
CCCN(C(=O)c1cc(CC)c(C)s1)c1c(N)n(Cc2ccccc2)c(=O)[nH]c1=O | 0.7 | -0.2 | 1 | 14 | 1 | -2 | 3 | 0
COCCNc1cc(-c2ccccc2)nc2cc(-c3cccc(F)c3)nn12 | 0.1 | 2.3 | -3 | 1 | -3 | 2 | 19 | 10
O=S(=O)(Nc1ccc(Br)cn1)c1ccc(Cl)s1 | 0.0 | 0.4 | / | -3 | / | 0 | / | -31
O=C1C2CCC(C2)C1CN1CCOCC1 (stereo not drawn) | 0.0 | -0.8 | -1 | 11 | -13 | 16 | 17 | /
O=C(CN1CCN(S(=O)(=O)c2ccc(Cl)cc2)CC1)Nc1ccc2c(c1)CCC2 | 0.1 | 3.7 | -6 | -3 | -4 | / | 12 | -25
Cc1cccc(NS(=O)(=O)c2ccc(C)c(C(=O)NNC(=O)c3csc(N4CCOCC4)n3)c2)c1 | 0.2 | -0.9 | 0 | 4 | -8 | 3 | -5 | -4
COc1ccc(CC(=O)NNC(=O)c2c(-c3ccccc3Cl)noc2C)cc1OC | 0.0 | 0.4 | -7 | -2 | 1 | -1 | -12 | -7
O=C(Nc1ccc2c(c1)OCCO2)C1c2ccccc2OCC(=O)N1CCc1c[nH]c2ccccc12 (stereo not drawn) | 0.0 | 3.6 | / | 3 | -5 | 6 | 2 | -31
CC(C)Cn1c(=O)oc2ccccc21 | 0.0 | -0.2 | -4 | -14 | 7 | -1 | -31 | 4
COc1ccc(OC)c(NC(=O)C2(C)CCN2C(C)C)c1 (stereo not drawn) | 0.2 | 2.0 | / | -1 | 4 | -3 | -13 | 23
